FBW7 act: activators of human E3 ligase FBW7 | AlphaScreen FBW7–phospho-cyclin E peptide binding, activator screen | normalized activity (activation), % at 26.1 µM | 0.13% of 650,000 active | AID 1259310; in the data active = normalized activity above about 1.9%;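 note: purified mutant Fbw7 with reduced substrate affinity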
MITF inh: blocks human microphthalmia-associated transcription factor | O75030 | AlphaScreen MITF homodimerization, bead proximity signal | 0.91% of 650,000 active | inhibition, % at 2.6 µM; in the data active = inhibition above about 50%;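 note: 0% = vehicle wells with protein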
Target sequence (O75030 whole entry, looked up): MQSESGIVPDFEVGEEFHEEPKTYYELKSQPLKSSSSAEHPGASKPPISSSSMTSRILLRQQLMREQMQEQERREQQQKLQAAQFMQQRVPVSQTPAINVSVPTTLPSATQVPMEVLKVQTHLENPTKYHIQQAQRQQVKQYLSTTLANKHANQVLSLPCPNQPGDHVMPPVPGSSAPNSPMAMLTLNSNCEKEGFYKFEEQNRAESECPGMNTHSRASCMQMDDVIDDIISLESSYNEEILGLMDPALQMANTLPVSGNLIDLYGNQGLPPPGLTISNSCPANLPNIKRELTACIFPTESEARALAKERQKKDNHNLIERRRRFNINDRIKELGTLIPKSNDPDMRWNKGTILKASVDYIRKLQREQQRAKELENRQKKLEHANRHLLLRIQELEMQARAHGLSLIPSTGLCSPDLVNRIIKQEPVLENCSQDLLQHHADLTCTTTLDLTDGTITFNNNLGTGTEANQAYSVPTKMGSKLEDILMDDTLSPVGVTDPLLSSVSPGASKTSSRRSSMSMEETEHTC
GPR151 ag: activates the human receptor GPR151 | Q8TDV0 | PathHunter beta-arrestin GPR151 cells, luminescence | activation, % at 11.2 µM | 1% of 650,000 active; in the data active = activation above about 4.9%;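 note: 0% = median of compound wells and 100% = cells with positive control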
Target sequence (Q8TDV0 whole entry, looked up): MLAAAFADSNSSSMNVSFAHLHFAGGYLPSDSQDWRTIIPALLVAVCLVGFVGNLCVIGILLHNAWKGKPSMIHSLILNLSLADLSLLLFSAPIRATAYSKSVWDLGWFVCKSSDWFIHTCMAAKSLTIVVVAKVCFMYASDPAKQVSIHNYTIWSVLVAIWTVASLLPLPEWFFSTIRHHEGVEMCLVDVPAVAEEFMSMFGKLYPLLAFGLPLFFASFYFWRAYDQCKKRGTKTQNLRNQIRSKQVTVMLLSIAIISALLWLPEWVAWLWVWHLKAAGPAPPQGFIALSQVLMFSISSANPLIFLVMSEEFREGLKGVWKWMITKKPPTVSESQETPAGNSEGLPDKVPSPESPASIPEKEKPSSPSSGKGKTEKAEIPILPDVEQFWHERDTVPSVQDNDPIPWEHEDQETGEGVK
TEAD-YAP inh: TEAD-YAP interaction inhibition | HEK-TIYL cells, TEAD-Gal4/YAP UAS-luciferase luminescence | 1.4% of 640,000 active | inhibition, % at 9.12 µM; in the data active = inhibition above about 32%;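 note: 0% = median of test compound wells and 100% = reference inhibitor wells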
* = called active by the depositor.

#	molecule	FBW7 act	MITF inh	GPR151 ag	TEAD-YAP inh
1	CCOC(=O)c1c(NC(=O)COc2cccc(C)c2C)sc(C(C)=O)c1C	0.3	12	-0.1	5
2	C=CCN(C(=O)c1ccc2nc(C)c(C)nc2c1)c1ccccc1	0.0	16	1.1	7
3	COc1ccc(N2CCN(CCNc3nc(-c4cc(OC)ccc4OC)no3)CC2)cc1	0.0	7	-1.1	11
4	COc1cccc(/C=N/Nc2ccc(F)cc2F)c1	0.5	6	-1.9	-43
5	CC(=O)C1=C(Nc2ccc(C)cc2)CC(C)(O)C(C(C)=O)C1c1ccc(Cl)cc1 (stereo not given)	1.3	19	-0.2	-2
6	O=C(NCC(c1ccco1)N1CCc2ccccc21)c1ccc([N+](=O)[O-])cc1Cl (stereo not given)	-0.2	3	3.8	-3
7	Cc1nn(C)c(N)c1C(O)(c1nccn1C)C(F)(F)F (stereo not given)	-0.3	2	2.3	-14
8	O=C(NNC(=S)NC(=O)c1cccnc1)c1ccc(Cl)cc1	-0.2	-3	-1.3	2
9	CC1=C(C(=O)N2CCOCC2)C(c2ccc([N+](=O)[O-])cc2)NC(=O)N1 (stereo not given)	0.0	-3	-0.8	-2
10	CC(OC(=O)c1ccc2c(c1)OCCO2)C(=O)Nc1ccc([N+](=O)[O-])cc1C(F)(F)F (stereo not given)	-0.1	-13	3.0	-4
11	Cc1ccc(NC(=O)Cn2c(=O)[nH]n(-c3ccccc3)c2=O)cc1C	0.2	-10	-0.2	10
12	COCCn1c(C)nnc1SCC(N)=O	1.4	83*	-1.1	16
13	O=C1CC2(CCN(C(=O)c3ccccc3[N+](=O)[O-])CC2)Oc2ccccc21	0.2	2	-0.1	-3
14	CCOC(=O)CSc1nc(NCC2CCCO2)c2ccccc2n1 (stereo not given)	-0.1	15	-0.2	9
15	COc1cc(OC)c(OC)cc1/C=C(\C#N)c1ccccn1	-0.1	2	-0.5	-6
16	COCCNC(=O)/C(C#N)=C\c1ccc(CNC(=O)C(=O)Nc2ccccc2)o1	-0.1	6	-0.6	-9
17	CC(C)NC(=O)c1cc2nc(-c3cccs3)cc(C(F)(F)F)n2n1	0.1	-2	0.3	4
18	C/C=C/COC(=O)C1=C(C)NC(=O)NC1c1ccc([N+](=O)[O-])cc1 (stereo not given)	0.0	5	-0.4	1
19	Cn1cc(OCc2ccccc2)c(=O)cc1C(=O)NCc1ccncc1	0.3	14	-0.3	3
20	Cc1c(NC(=O)c2sc3ccccc3c2Cl)cccc1-c1nc2ccccc2o1	-0.1	9	-0.1	4
21	Cc1sc2nc(C3CC3)n(C3CCN(C(=O)c4cccs4)CC3)c(=O)c2c1C	0.0	-10	-0.4	2
22	CC(C)(C)C1CCC(OC(=O)c2ccc(NC(=O)c3ccccc3Br)cc2)CC1 (stereo not given)	0.3	-9	-0.4	-11
23	O=C(O)CC(NC(=O)Cc1ccccc1)c1cccc([N+](=O)[O-])c1 (stereo not given)	0.3	0	1.3	11
24	CC1=CC2=NC(=O)/C(=C\c3cccn3CCOc3cccc(C)c3)C(=N)N2O1	-0.2	8	-1.3	-1
25	Cc1cccc(C(=O)Nc2sc3c(c2C(=O)NCc2ccco2)CCC(C)C3)c1 (stereo not given)	0.0	3	-1.0	1
26	COC(=O)c1nc[nH]c1C(=O)OC	0.0	0	0.9	-9
27	O=C(C1CCOC1)N1CCCC(c2[nH]ncc2Cc2ccccc2)C1 (stereo not given)	0.1	4	-2.0	8
28	COc1ccc(-c2csc(NC(=O)CSc3nc(N)cc(=O)[nH]3)n2)cc1	0.0	13	-0.3	-6
29	Fc1ccccc1-c1nn2c(COc3ccccc3)nnc2s1	0.0	-4	0.6	-2
30	COc1ccc(C(=O)N/C(=C\c2ccc3c(c2)OCO3)C(=O)Nc2cccc(C(=O)O)c2)cc1	0.7	-1	-0.2	7
31	O=C(CCc1nnc(Cc2c[nH]c3ccccc23)o1)NCCC1CCCCO1 (stereo not given)	0.0	-10	0.1	-16
32	CC1SC(C)C(=O)N(CC(=O)Nc2ccc(Cl)c(Cl)c2)C1=O (stereo not given)	0.0	3	1.3	11
33	CCC(=O)N1CCN(c2ccccc2NC(=O)c2cc(Cl)cc(Cl)c2OC)CC1	-0.1	17	1.6	11
34	CC(=O)Nc1ccc(NC(=O)c2nc(S(C)(=O)=O)ncc2Cl)cc1	0.4	-2	1.1	3
35	COc1ccc(NC(=O)Cn2c(=O)n(Cc3ccccc3)c(=O)c3ccccc32)c(OC)c1	0.0	-3	0.4	6
36	COC(=O)C1=CN(C2CCCC2)C=C(C(=O)OC)C1c1cccs1	0.4	-12	0.1	6
37	COP(=O)(OC)c1nc(-c2cccc([N+](=O)[O-])c2)oc1NCc1ccc(F)cc1	-0.2	2	1.6	-11
38	CS(=O)(=O)N1CC=C[C@H]1C(=O)NCc1ccco1	0.0	1	-0.7	-3
39	O=C(c1cc(F)c(F)cc1Cl)N1CCN(c2ccccc2[N+](=O)[O-])CC1	0.2	-9	-0.6	-6
40	O=C(NCCc1ccccc1)C1=CCN(S(=O)(=O)c2ccc(Br)cc2)CC1	0.5	11	-0.6	1

One compound at a time, as listed above.
`COC(=O)C1=CN(C2CCCC2)C=C(C(=O)OC)C1c1cccs1` is listed as FBW7 act = 0.4; MITF inh = -12; GPR151 ag = 0.1; TEAD-YAP inh = 6
`COP(=O)(OC)c1nc(-c2cccc([N+](=O)[O-])c2)oc1NCc1ccc(F)cc1` is listed as FBW7 act = -0.2; MITF inh = 2; GPR151 ag = 1.6; TEAD-YAP inh = -11

The list goes on:
#	molecule	FBW7 act	MITF inh	GPR151 ag	TEAD-YAP inh
41	O=C1C2C3C=CC(C2C(=O)N1c1ccccc1)C1C(=O)N(c2ccccc2)C(=O)C31 (stereo not given)	0.0	8	1.4	3
42	CCSCCOC(=O)C1=C(C)NC2=C(C(=O)CCC2)C1c1ccc(OCc2ccccc2)c(OC)c1 (stereo not given)	0.1	-1	-0.3	-7
43	CC(=O)N1CCN(C(=O)c2ccc(Br)o2)CC1	-0.5	-1	1.0	15
44	CCC(Sc1nnc(CSc2ncccn2)n1-c1ccc(OC)cc1)C(=O)OC (stereo not given)	0.1	12	0.2	3
45	CCOC(=O)N1CCC(N2C(=O)c3ccccc3C2Nc2ccc(F)c(Cl)c2)CC1 (stereo not given)	-0.2	5	0.9	3
46	Oc1ccc(-c2cnn3c(NCc4ccc5c(c4)OCO5)ccnc23)cc1	-0.2	-8	0.3	-3
47	Cc1cccc(-c2nc3n(n2)C(=O)CCS3)c1	0.0	-9	-3.0	-5
48	Cc1ccc(C(=O)NCC(=O)OCC(=O)N2c3ccccc3NC(=O)C2(C)C)s1	0.0	-3	1.2	1
49	O=C(NCc1ccccc1)C1CC12CCN(C(=O)CCCc1cccs1)CC2 (stereo not given)	0.1	62*	1.0	-33
50	O=C(O)Cc1c(Sc2ccccc2)c2ccccc2n1Cc1ccccc1	0.0	-1	-0.5	-3

Reformatted with values under each structure: entries from further up
Values run as follows: FBW7 act, MITF inh, GPR151 ag, TEAD-YAP inh
[44] CCC(Sc1nnc(CSc2ncccn2)n1-c1ccc(OC)cc1)C(=O)OC (stereo not given)
    0.1, 12, 0.2, 3
[45] CCOC(=O)N1CCC(N2C(=O)c3ccccc3C2Nc2ccc(F)c(Cl)c2)CC1 (stereo not given)
    -0.2, 5, 0.9, 3
[46] Oc1ccc(-c2cnn3c(NCc4ccc5c(c4)OCO5)ccnc23)cc1
    -0.2, -8, 0.3, -3

Additional records:
#	molecule	FBW7 act	MITF inh	GPR151 ag	TEAD-YAP inh
51	CCOc1ccccc1-n1nnc(-c2nc(-c3ccc(Cl)cc3)no2)c1N	-0.1	-4	2.6	5
52	Cc1ccc(C23CC4CC(CC(NC(=O)N5CCCC5)(C4)C2)C3)cc1	-0.1	-9	-0.2	6
53	CC(=O)COc1cc2c(C)cc(=O)oc2cc1Cl	-0.2	-9	5.6*	7
54	CCOc1ccc2[nH]c(=O)c(CN(CCOC)C(=O)Nc3ccccc3F)cc2c1	0.1	3	-0.8	1
55	COc1ccc(CN2CCNC(=O)C2CC(=O)NC2CCCCCC2)c(F)c1 (stereo not given)	0.0	-10	0.2	2
56	O=C(Nc1ccc(F)cc1)C1CC1(c1ccccc1)c1ccccc1 (stereo not given)	0.1	-9	-0.1	5
57	O=C(CSc1nnc(-c2cccs2)n1Cc1ccccc1)N1CCCC1	-0.1	7	-0.1	-2
58	CN(C)c1nc(N/N=C/c2cc3c(cc2[N+](=O)[O-])OCO3)nc(Nc2ccc(F)cc2)n1	0.1	3	1.1	8
59	O=C(c1ccc(Oc2ccccc2)cc1)C1CCCN(C(=O)c2cc3ncccn3n2)C1 (stereo not given)	0.2	10	1.0	1
60	COc1cccc(CN2CCc3nnc(C(C)NC(=O)c4cccc(OC)c4)n3CC2)c1 (stereo not given)	0.1	-6	0.8	3

Just GPR151 ag, for some of the entries so far:
no.	canonical_smiles	GPR151 ag
53	CC(=O)COc1cc2c(C)cc(=O)oc2cc1Cl	5.6*
54	CCOc1ccc2[nH]c(=O)c(CN(CCOC)C(=O)Nc3ccccc3F)cc2c1	-0.8
55	COc1ccc(CN2CCNC(=O)C2CC(=O)NC2CCCCCC2)c(F)c1 (stereo not given)	0.2

Further structures follow.
#	molecule	FBW7 act	MITF inh	GPR151 ag	TEAD-YAP inh
61	O=C(O)CC(SCC(=O)Nc1ccc(S(=O)(=O)N2CCCC2)cc1)C(=O)O (stereo not given)	0.1	-1	1.3	4
62	CCOC(=O)c1nnn(CC(=O)Nc2ccc(F)cc2F)c1C(=O)OCC	-0.1	5	0.8	-12
63	COc1ccc(C(=O)N2CCN(c3ccc(N4CCOCC4)nn3)CC2)cc1	0.6	11	-0.5	7
64	O=S(=O)(Nc1ccc(-c2ccccc2)cc1)c1cccs1	0.0	-6	0.9	3
65	CC(=O)c1cccc(-c2nc(Nc3ccc(Oc4ccccc4)cc3)c3[nH]cnc3n2)c1	0.3	17	-0.9	-12
66	CCc1ccc(NC(=O)C(=O)N/N=C(\C)CC(=O)NC2C3CC4CC(C3)CC2C4)cc1 (stereo not given)	0.2	8	0.0	-5
67	CS(=O)(=O)Nc1cccc(-c2cnc3c(NCCc4cccnc4)nccn23)c1	0.2	-2	0.9	3
68	Cc1cccc(CS(=O)(=O)CC2Nc3ccc(C(=O)NCCC4=CCCCC4)cc3NC2=O)c1 (stereo not given)	0.0	-9	-2.0	1
69	COC(=O)C(NC(=O)c1ccco1)(Nc1sc2c(c1C#N)CCC(C(C)(C)C)C2)C(F)(F)F (stereo not given)	0.1	0	-1.7	-8
70	O=C(Nc1nc(-c2cc(Cl)sc2Cl)cs1)c1ccc([N+](=O)[O-])o1	0.1	7	-2.7	21
71	COC(=O)CNC(c1ccccc1)c1cc(Br)ccc1NC(=O)CCCl (stereo not given)	-0.1	3	0.2	3
72	COc1ccc(C2CC(C(F)(F)F)n3ncc(C(=O)Nc4ccccc4SC)c3N2)cc1 (stereo not given)	-0.1	10	2.3	-10
73	Nc1cc2c3c(cccc3c1)C(=O)N(N)C2=O	0.1	-3	0.7	-17
74	Cc1nnc(NC(=O)c2ccccc2I)s1	-0.1	-2	0.6	-5
75	O=Cc1ccc(OCCOc2ccc([N+](=O)[O-])cc2)cc1	0.0	-6	1.8	0
76	O=C(Cn1ncc2ccccc21)NC1CCCCCC1	-0.1	11	0.8	-22
77	COc1ccc(CN2C(=O)NC(=O)/C(=C\c3c(OC)ccc4ccccc34)C2=O)cc1	-0.6	1	-1.1	-11
78	Cc1ccc(NC(=O)c2cccc(S(=O)(=O)N3CCOCC3)c2)c(C)c1	-0.1	-15	-0.9	-5
79	c1ccc(CN2CCC(Nc3nc(NCc4ccc5c(c4)OCO5)nc4c3ncn4-c3ccsc3)CC2)cc1	-0.1	0	1.4	-7
80	CC1CCCC(NC(=O)c2ccc(CNS(=O)(=O)c3ccc(Cl)cc3)cc2)C1C (stereo not given)	-0.1	-1	-1.1	5
81	COc1cc(C)ccc1S(=O)(=O)N1CCN(c2ccc(Cl)cc2)CC1	0.1	-3	1.6	-8
82	CCc1ccc(NC(=O)CSC2=C(C#N)C(c3ccccc3)C(C(=O)Nc3ccc(Cl)cc3)=C(C)N2)cc1 (stereo not given)	0.1	15	-0.6	0

Source: PubChem
